L3MBTL1 inh – qHTS Assay for the Inhibitors of L3MBTL1 | 230,000 tested, 0.66% active | Potency, µM (series often up to 57.1 µM), without a hit: at the highest dose activity, negative = inhibition, actives largely listed as inhibitors | AlphaScreen L3MBTL1–H3K9me1 peptide binding; active means well fitted inhibition curve with a large enough effect; inconclusive means small, poorly fitted or top-dose-only effect; inactive means no such curve, though single readings can be large or run the other way; further: nearly all actives have a fitted effect of over 60% in size
Target sequence (Q9Y468 whole entry, looked up): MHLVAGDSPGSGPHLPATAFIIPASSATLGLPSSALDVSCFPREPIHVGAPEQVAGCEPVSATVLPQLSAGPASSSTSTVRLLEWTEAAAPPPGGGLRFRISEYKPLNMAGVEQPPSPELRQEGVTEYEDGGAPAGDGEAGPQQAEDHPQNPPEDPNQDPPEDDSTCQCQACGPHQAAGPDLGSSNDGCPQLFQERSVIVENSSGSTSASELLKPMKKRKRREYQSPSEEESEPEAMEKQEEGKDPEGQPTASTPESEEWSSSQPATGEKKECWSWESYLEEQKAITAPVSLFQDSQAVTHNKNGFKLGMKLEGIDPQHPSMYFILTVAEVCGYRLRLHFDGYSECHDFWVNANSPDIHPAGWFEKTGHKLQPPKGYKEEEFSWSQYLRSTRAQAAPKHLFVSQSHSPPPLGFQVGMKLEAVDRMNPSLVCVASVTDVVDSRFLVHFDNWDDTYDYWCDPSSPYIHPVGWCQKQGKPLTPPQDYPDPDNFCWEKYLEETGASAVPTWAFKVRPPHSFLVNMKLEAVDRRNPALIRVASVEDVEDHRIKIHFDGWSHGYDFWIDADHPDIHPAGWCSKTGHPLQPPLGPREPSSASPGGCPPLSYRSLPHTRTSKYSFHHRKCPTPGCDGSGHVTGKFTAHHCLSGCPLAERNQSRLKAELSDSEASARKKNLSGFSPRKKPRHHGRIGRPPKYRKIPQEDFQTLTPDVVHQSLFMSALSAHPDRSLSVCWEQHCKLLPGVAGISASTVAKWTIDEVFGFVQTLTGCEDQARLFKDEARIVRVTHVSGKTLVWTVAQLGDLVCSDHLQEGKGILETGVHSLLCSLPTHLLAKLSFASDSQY
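L3MBTL1 (50 nM) pre-complexed 30 min with biotinylated H3(1-15)K9me1 peptide (75 nM), then compounds added for 30 min at room temperature; AlphaScreen streptavidin donor/nickel chelate acceptor beads (10 ug/mL final) read after 30 min dark incubation.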
* marks the source's active call; other numbers are inactive results; [ ] = remark or other dose. On the % scale 0 is the no-effect control and ±100 the full control effect; potency means the concentration at half of the fitted maximal effect.

What do the screens show for `CCOc1ccc(NS(=O)(=O)c2ccc(C(=O)NC3CCC(O)CC3)cc2)cc1` (configuration not stated)?
L3MBTL1 inh: -7%

Results for CC(=O)c1ccc(S(=O)(=O)NCCC(=O)OC(C)C(=O)Nc2ccc(F)cc2)cc1 (configuration not stated) ?
L3MBTL1 inh: 4%

How did CC(C)(C)c1nnc(NS(=O)(=O)c2ccc([N+](=O)[O-])cc2)s1 do in these assays?
L3MBTL1 inh: -5%

How did Cc1ccc(S(=O)(=O)N(CC(=O)Nc2ccc(C(N)=O)cc2)C(=O)N2CCN(C)CC2)cc1 do in these assays?
L3MBTL1 inh: 45%[activator]

How did C=CC[C@H](CC(=O)N(CCO)Cc1ccccc1)C(=O)NC[C@@H](OC(=O)[C@@H](CC=C)Cc1ccc(F)cc1)c1ccccc1 do in these assays?
L3MBTL1 inh: 31%[activator]

How did CC12CCC(=O)N1C(C(=O)N1CCN(S(=O)(=O)c3ccc(F)c(F)c3)CC1)CS2 (configuration not stated) do in these assays?
L3MBTL1 inh: -1%

Results for CCCNC(=O)c1csc(Nc2cccc3ccccc23)n1 ?
L3MBTL1 inh: -2%[2.29 µM]

How did CCOc1ccc(S(=O)(=O)N2CCCCC2)cc1NC(=O)CC1OC(=O)c2ccccc21 (configuration not stated) do in these assays?
L3MBTL1 inh: -1%

How did O=C(NCC(c1ccco1)N1CCCC1)c1cc2ccccc2s1 (configuration not stated) do in these assays?
L3MBTL1 inh: -2%

How did O=C(CN1CCCCC1)N/N=C/c1ccccc1Br do in these assays?
L3MBTL1 inh: -1%

What do the screens show for `CC(C)CN(C(=O)CSc1n[nH]c(-c2cccs2)n1)C1CCS(=O)(=O)C1` (configuration not stated)?
L3MBTL1 inh: 0%

How did Cc1ccc(S(=O)(=O)Nc2ccc(S(=O)(=O)Nc3nccs3)cc2)cc1C do in these assays?
L3MBTL1 inh: -6%

Results for CC(=O)Nc1cc[n+](C(C)C(=O)c2ccccc2)cc1 (configuration not stated) ?
L3MBTL1 inh: -9%

How did CCc1cccc(NC(=O)COC(=O)C2CCN(c3ccc(C(F)(F)F)cn3)CC2)c1 do in these assays?
L3MBTL1 inh: 1%

Results for CCOC(=O)c1ccc(N2C(=O)CC(Sc3ncccn3)C2=O)cc1 (configuration not stated) ?
L3MBTL1 inh: -1%

What do the screens show for `Cc1ccc(S(=O)(=O)N2CCC(C(=O)OC3CCOC3=O)CC2)cc1C` (configuration not stated)?
L3MBTL1 inh: -9%

What do the screens show for `CCSc1nnc(SCC(=O)c2c(N)n(C)c(=O)n(C)c2=O)s1`?
L3MBTL1 inh: -2%

What do the screens show for `COc1ccccc1NC(=S)NCc1ccc(F)cc1`?
L3MBTL1 inh: -1%

How did CCCN1C(C)C(C(=O)OCC)=CN(Cc2cccc(I)c2)S1(=O)=O (configuration not stated) do in these assays?
L3MBTL1 inh: 39%[activator]

What do the screens show for `CC(=O)n1c(-c2ccccc2)c(CO)c2ccccc21`?
L3MBTL1 inh: -5%

How did COc1cc(C(C)=O)ccc1OCC(O)Cn1nc(C)c(Br)c1C (configuration not stated) do in these assays?
L3MBTL1 inh: -3%

Results for CCN(C(=O)COC(=O)c1ccc(Cl)c(S(=O)(=O)N2CCCCC2)c1)C1CCS(=O)(=O)C1 (configuration not stated) ?
L3MBTL1 inh: -7%

What do the screens show for `Cc1ccc(NC(=O)COc2ccccc2)cc1S(=O)(=O)N1CCCCCC1`?
L3MBTL1 inh: 6%

How did COc1ccc(Cl)cc1C(=O)NNC(=O)c1ccc(F)c(S(=O)(=O)N2CCOCC2)c1 do in these assays?
L3MBTL1 inh: 1%

How did COc1ccc(NC(=O)CN(C)CC(=O)NC(=O)NC2CCCCC2)cc1 do in these assays?
L3MBTL1 inh: 3%

What do the screens show for `C[C@H](NS(=O)(=O)c1ccc2c(c1)OCCCO2)C(=O)N1CCN(Cc2ccc(C#N)cc2)CC1`?
L3MBTL1 inh: 3%

Results for Cc1ccc(S(=O)(=O)CCC(=O)Oc2ccc(-c3nnco3)cc2)cc1 ?
L3MBTL1 inh: -5%

How did O=C(NCc1ccccc1Cl)C1CCCN1C(=O)NCc1ccccc1 (configuration not stated) do in these assays?
L3MBTL1 inh: -1%

Results for Cc1cc(C)cc(NC(=O)CN2C(=O)NC(Cc3c[nH]c4ccccc34)C2=O)c1 (configuration not stated) ?
L3MBTL1 inh: -2%

Results for Cc1ccc(COC(=O)NCc2cccnc2)cc1 ?
L3MBTL1 inh: 1%

How did O=C(COC(=O)c1ccc([N+](=O)[O-])cc1Cl)NC(=O)c1ccccc1 do in these assays?
L3MBTL1 inh: -1%

Results for c1ccc(COc2cccc(CN3CCCCC3)c2)cc1 ?
L3MBTL1 inh: 0%

How did Cc1ccc(/C=C/C(=O)OCC(=O)NCc2ccc(Cl)cc2)o1 do in these assays?
L3MBTL1 inh: -12%

Results for CCN(C(=O)COC(=O)CCC(=O)c1cccs1)c1c(N)n(Cc2ccccc2)c(=O)[nH]c1=O ?
L3MBTL1 inh: 3%

How did COc1ccc(NC(=O)C2CCCN(C(=O)c3ccc(Cl)cc3)C2)cc1S(=O)(=O)N(C)C (configuration not stated) do in these assays?
L3MBTL1 inh: 1%

How did CCCCNC(=S)N(CCCN(C)C)Cc1cc2cc3c(cc2[nH]c1=O)OCO3 do in these assays?
L3MBTL1 inh: -5%

Overlap with the part before: two compounds, followed by the next part.
How did COc1ccc(NC(=O)C2CCCN(C(=O)c3ccc(Cl)cc3)C2)cc1S(=O)(=O)N(C)C (configuration not stated) do in these assays?
L3MBTL1 inh: 1%

How did CCCCNC(=S)N(CCCN(C)C)Cc1cc2cc3c(cc2[nH]c1=O)OCO3 do in these assays?
L3MBTL1 inh: -5%

How did Cc1ccc(C)c(NC(=O)CSc2nc(=O)n(CCN3CCOCC3)c3c2CCCC3)c1 do in these assays?
L3MBTL1 inh: -2%

What do the screens show for `CCOc1ccc(OCCOC(=O)CNC(=O)c2ccc(Cl)cc2Cl)cc1`?
L3MBTL1 inh: 2%

How did COc1ccccc1COCC(O)CN1CCN(S(=O)(=O)c2cccc(F)c2)CC1 (configuration not stated) do in these assays?
L3MBTL1 inh: 3%

How did Cn1c(-c2ccc(F)cc2)cnc1NCc1cccc([N+](=O)[O-])c1 do in these assays?
L3MBTL1 inh: 0%

Results for COc1ccc(S(=O)(=O)NCC2CCCN(C(=O)CCC(F)(F)F)C2)cc1 (configuration not stated) ?
L3MBTL1 inh: 0%

How did CC1CCCC(NC(=O)CNC(=O)c2cccs2)C1C (configuration not stated) do in these assays?
L3MBTL1 inh: -1%

What do the screens show for `Cc1nn(Cc2ccccc2)c(C)c1C(=O)NCCCN1CCCC1=O`?
L3MBTL1 inh: -1%

Results for CN(C)C(=O)C1Cc2ccccc2CN1S(=O)(=O)c1ccc(F)cc1 (configuration not stated) ?
L3MBTL1 inh: 2%

How did COc1ccc(CCNC(=O)COC(=O)C2CC2)cc1OC do in these assays?
L3MBTL1 inh: -1%

How did Cc1cc(Br)c(NC(=O)COC(=O)C2CCCCC2)c(Br)c1 do in these assays?
L3MBTL1 inh: 10%

What do the screens show for `COc1ccc(-c2sc3cc4c(cc3c2-c2ccc(OCCN3CCOCC3)cc2)OCO4)cc1`?
L3MBTL1 inh: -4%

Results for COC(=O)c1ccc(CNC(=O)Cn2cnc3c(NCc4ccccc4)ncnc32)cc1 ?
L3MBTL1 inh: -7%

What do the screens show for `Cc1csc(SCC(=O)NC2CCCC2)n1`?
L3MBTL1 inh: 1%

Results for O=C(CSc1n[nH]c(-c2ccc(Br)cc2)n1)N1CCOCC1 ?
L3MBTL1 inh: 0%

Results for Cc1nn(-c2ccccc2)c(C)c1NC(=O)COC(=O)Cc1cccc(C(F)(F)F)c1 ?
L3MBTL1 inh: 5%

What do the screens show for `O=C(CCCOc1ccccc1)Nc1cccc(S(=O)(=O)N2CCCCC2)c1`?
L3MBTL1 inh: -2%

How did COc1cc(C(=O)Nc2cccc(S(=O)(=O)N3CCCC3)c2)c([N+](=O)[O-])cc1OC do in these assays?
L3MBTL1 inh: -9%

How did O=C(/C=C/c1ccccc1)Nc1cccnc1 do in these assays?
L3MBTL1 inh: 0%

Results for CCc1nnc(SCC(=O)Nc2ccc3ccccc3c2)n1N ?
L3MBTL1 inh: -2%

How did C[C@@H]1[C@H]2[C@@H]3CC[C@@H](C3)[C@H]2CN[C@H]1c1cn(Cc2ccccc2)c2ccccc12 do in these assays?
L3MBTL1 inh: 3%

What do the screens show for `C#CCOCCOCCOCCNc1nc(N2CCN(C(=O)CCCCCCCCCCNC(=O)[C@H]([C@@H](C)CC)n3cc(CCCCCN)nn3)CC2)nc(N2CCN(C(=O)CCCCCCCCCCNC(=O)[C@@H]([C@H](C)CC)n3cc(CCCCCN)nn3)CC2)n1`?
L3MBTL1 inh: -10%

How did CCN1C(=O)[C@H]2[C@@H](c3ccc(-c4ccc(Cl)c(Cl)c4)cc3)N[C@@](CC(C)C)(C(=O)OC)[C@H]2C1=O do in these assays?
L3MBTL1 inh: -10%

Results for C#CCOc1ccc2ccccc2c1/C=C(/C#N)c1ccc(C(=O)O)cc1 ?
L3MBTL1 inh: -7%

What do the screens show for `O=S(=O)(c1ccc(F)cc1)N1CCN(c2ccc(F)cc2)CC1`?
L3MBTL1 inh: 1%

What do the screens show for `CCC1CCCCN1C(=O)CSc1nnc2nc(C)cc(C)n12` (configuration not stated)?
L3MBTL1 inh: -1%

Results for C=CCOc1c(Br)cc(CNCCCN2CCOCC2)cc1OC ?
L3MBTL1 inh: 4%

Results for Cn1cccc1C(=O)NC1CCCCC1 ?
L3MBTL1 inh: -1%

How did CCS(=O)(=O)N(CC(=O)Nc1cccc2ccccc12)c1ccc(OC)cc1 do in these assays?
L3MBTL1 inh: 0%

Results for COc1ccc(NC(=O)Nc2cccc3c2O[C@@H](CN(C)S(=O)(=O)c2cn(C)cn2)[C@@H](C)CN([C@H](C)CO)C3=O)cc1 ?
L3MBTL1 inh: 0%

How did CC1CCN(C(=O)c2[nH]cnc2C(=O)N[C@H](C)c2ccccc2)CC1 do in these assays?
L3MBTL1 inh: -6%

What do the screens show for `Cc1cccc(C)c1NC(=O)CNC(=O)C1CC(=O)N(Cc2ccccc2)C1` (configuration not stated)?
L3MBTL1 inh: 2%

How did CCN(Cc1ccccc1)C(=O)COC(=O)c1c(C)nsc1NC do in these assays?
L3MBTL1 inh: 3%

What do the screens show for `CCN(CC)C(=O)[C@H]1C[C@H](CC(=O)NCCCOC)C(=O)N2CCc3c([nH]c4cc(CCC(=O)N(C)C)ccc34)[C@]12C`?
L3MBTL1 inh: -2%

Results for Cc1ccc(C(=O)NCC2CCCN2S(=O)(=O)c2cccs2)cc1C (configuration not stated) ?
L3MBTL1 inh: -2%

Results for COCCCNC(=O)Cn1cnc(C(=O)Nc2ccc(C)c(C)c2)n1 ?
L3MBTL1 inh: 5%

What do the screens show for `COc1ccc(C)cc1NC(=O)CSc1nnc2ccc(-c3ccncc3)nn12`?
L3MBTL1 inh: -5%

Results for O=C1N[C@@H](Cc2ccccc2)COC(=O)[C@@H](Cc2ccc(F)cc2)CC/C=C/C[C@H]1CC(=O)N(CCO)Cc1ccccc1 ?
L3MBTL1 inh: -3%

How did O=C(Nc1nc(-c2ccccn2)cs1)c1ccc(-c2ccccc2F)o1 do in these assays?
L3MBTL1 inh: inconclusive

Results for CSCCC(NC(=O)COc1ccccc1)C(=O)N1CC(C)OC(C)C1 (configuration not stated) ?
L3MBTL1 inh: -2%

Results for O=C(Nc1ncccn1)c1cccc(F)c1 ?
L3MBTL1 inh: -4%

How did Cc1ccc2c(c1)N(CC(=O)NCCCN1C(C)CCCC1C)C(=O)c1cccnc1O2 (configuration not stated) do in these assays?
L3MBTL1 inh: 4%

How did COc1ccccc1NC(=S)N1CCN(c2ccccc2F)CC1 do in these assays?
L3MBTL1 inh: -3%

What do the screens show for `COC(=O)[C@]1(Cc2ccccc2)N[C@H](CN(C)C(=O)Nc2ccc(Cl)cc2)[C@@H]2C(=O)N(C)C(=O)[C@@H]21`?
L3MBTL1 inh: -92%

What do the screens show for `COc1ccc(-c2cn(CCC(=O)NCc3ccc(C)cc3)c(CCN)n2)cc1`?
L3MBTL1 inh: 0%

How did O=C(NCC1CCCO1)c1ccc(NC(=O)c2cccc(Br)c2)cc1 (configuration not stated) do in these assays?
L3MBTL1 inh: -2%[2.29 µM]

How did O=C1C=C(c2ccc(OC(F)(F)F)cc2)C[C@@H](c2ccc(Cl)cc2)C1 do in these assays?
L3MBTL1 inh: 9%

How did CCOc1ccc(C(=O)CCC(=O)N(CC)CC(=O)Nc2c(F)cccc2F)cc1 do in these assays?
L3MBTL1 inh: -3%

What do the screens show for `CSCCC(NC(=O)c1ccccc1Cl)C(=O)N1CCC1` (configuration not stated)?
L3MBTL1 inh: 0%

Results for O=C(C[C@@H]1C/C=C\CCC(=O)OC[C@@H]2CCCN2C1=O)NCCO ?
L3MBTL1 inh: 4%

How did Cc1coc2cc3oc(=O)c(CCC(=O)N4CCC(C(=O)O)(c5ccccc5)CC4)c(C)c3cc12 do in these assays?
L3MBTL1 inh: -3%

Results for COc1cc(/C=C/C(=O)O)cc(S(=O)(=O)NNC(=O)c2ccc3c(c2)OCO3)c1OC ?
L3MBTL1 inh: 3%

Results for COc1ccc(C(=O)COC(=O)c2ccc(Cl)nc2)cc1OC ?
L3MBTL1 inh: 4%

3 entries out of the list, sorted by SMILES length, smallest number first.
What do the screens show for `CSCCC(NC(=O)c1ccccc1Cl)C(=O)N1CCC1` (configuration not stated)?
L3MBTL1 inh: 0%

Results for COc1ccc(C(=O)COC(=O)c2ccc(Cl)nc2)cc1OC ?
L3MBTL1 inh: 4%

How did Cc1coc2cc3oc(=O)c(CCC(=O)N4CCC(C(=O)O)(c5ccccc5)CC4)c(C)c3cc12 do in these assays?
L3MBTL1 inh: -3%

High-throughput results (PubChem BioAssay)

Some of the compounds tested (hit frequency here may not be typical).
